PREPL inhibitor: inhibits the human prolyl oligopeptidase-like enzyme; Q4J6C6; recombinant PREPL, fluorescence polarization activity-based probe; inhibition, % at 5.96 µM; 0.68% of 320,000 active; AID 2751; in the data active = inhibition above about 43%;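 note: 0% = enzyme with DMSO and 100% = wells lacking enzyme; many of its hits are not listed in these tables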
GASC-1 inh: inhibitors of human GASC-1 (JMJD2C) demethylase | Q9H3R0 | GST-JMJD2C(1-420) H3K9me3 demethylation, DELFIA europium | inhibition, % at 2.35 µM | 0.069% of 330,000 active;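 active = more than half of a compound's replicate wells show inhibition beyond 50%, single wells judged on their own value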;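 note: signal counts dimethyl H3K9 product captured on neutravidin plate; 0% = median of DMSO wells and 100% = 0.3 times that DMSO median; strong numbers were not always called active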
Target sequence (Q9H3R0 1-420 limits assumed): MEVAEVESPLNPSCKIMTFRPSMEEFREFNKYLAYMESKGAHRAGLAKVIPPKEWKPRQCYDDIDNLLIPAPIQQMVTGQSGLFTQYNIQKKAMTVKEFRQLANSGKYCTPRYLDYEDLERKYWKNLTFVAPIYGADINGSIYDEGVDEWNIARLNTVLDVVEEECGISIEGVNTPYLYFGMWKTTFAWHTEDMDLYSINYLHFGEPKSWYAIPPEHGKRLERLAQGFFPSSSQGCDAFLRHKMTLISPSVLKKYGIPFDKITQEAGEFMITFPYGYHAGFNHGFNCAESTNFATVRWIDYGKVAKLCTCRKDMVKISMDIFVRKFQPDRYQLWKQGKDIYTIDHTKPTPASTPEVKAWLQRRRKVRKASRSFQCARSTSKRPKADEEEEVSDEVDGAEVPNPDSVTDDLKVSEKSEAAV
Efflux pump inh: antifungal efflux pump inhibition, Nile Red retention; 0.44% of 330,000 active; S. cerevisiae Candida pump triplex; inhibition, % at 10 µM;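 active = plate passing quality check with inhibition over a set limit, or well fluorescence over plate mean plus 4 SD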;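 note: Nile Red retained in pooled yeast measured as flow cytometry median fluorescence; 0% = buffer negative control and 100% = Enniatin B positive control; higher means more Nile Red kept so more efflux inhibition; some compounds called inactive have numbers as strong as hits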
PP5 inh: inhibitors of human protein phosphatase 5 (PP5). purified PP5c, OMFP substrate fluorescence. AID 1987. 0.18% of 320,000 active. P53041. inhibition, % at 6.7 µM;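 active = inhibition above the campaign's mean inhibition across all tested compounds plus 3 SD, cut at about 9.5% in these data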;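 note: 0% = DMSO only and 100% = 100 µM cantharidin control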
HCV core dimer: HCV core protein dimerization inhibition; TR-FRET GST/Flag-core106 dimerization, 1536-well; inhibition, % at 5 µM; 0.33% of 300,000 active; AID 1899;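 active = inhibition above the mean of all tested compounds plus 3 SD, set per screening campaign, cut at about 45% in these data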
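Material: Tagged HCV core106 pair (GST and Flag) | Amount: GST-core106 13.5 nM, Flag-core106 17 nM | Medium: KF-containing HEPES buffer, pH 7.45, DTT, CHAPS, BSA | Reagent: Eu donor and XL665 acceptor anti-tag antibodies | Schedule: 4 h at 22.5 °C | Technique: Time-resolved FRET, ex 340 nm, em 617 and 671 nm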
LYPLA2 counter: LYPLA2 (human) inhibition in PME1 counter-screen. inhibition, % at 5.9 µM. recombinant LYPLA2, FP-Rh probe fluorescence polarization. 0.38% of 320,000 active. O95372;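 active = inhibition above the screen-wide mean plus 3 SD, limit set per campaign, cut at about 26% in these data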;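 note: 0% = LYPLA2 with DMSO and 100% = wells lacking LYPLA2 enzyme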
Target sequence (O95372 whole entry, looked up): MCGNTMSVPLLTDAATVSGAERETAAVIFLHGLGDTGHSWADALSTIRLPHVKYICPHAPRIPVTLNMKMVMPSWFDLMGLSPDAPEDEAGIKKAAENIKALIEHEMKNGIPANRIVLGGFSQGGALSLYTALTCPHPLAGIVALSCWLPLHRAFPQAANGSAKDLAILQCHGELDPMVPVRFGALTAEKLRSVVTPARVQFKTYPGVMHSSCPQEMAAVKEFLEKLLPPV
PP1 inh: blocks human PP1-alpha phosphatase, a PP5 counter-screen; P62136; purified PP1alpha, OMFP fluorescence; inhibition, % at 6.7 µM; 0.9% of 320,000 active;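 active = inhibition above the mean inhibition of all tested compounds plus 3 SD, computed separately for each screening campaign, cut at about 15% in these data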
Target sequence (P62136 whole entry, looked up): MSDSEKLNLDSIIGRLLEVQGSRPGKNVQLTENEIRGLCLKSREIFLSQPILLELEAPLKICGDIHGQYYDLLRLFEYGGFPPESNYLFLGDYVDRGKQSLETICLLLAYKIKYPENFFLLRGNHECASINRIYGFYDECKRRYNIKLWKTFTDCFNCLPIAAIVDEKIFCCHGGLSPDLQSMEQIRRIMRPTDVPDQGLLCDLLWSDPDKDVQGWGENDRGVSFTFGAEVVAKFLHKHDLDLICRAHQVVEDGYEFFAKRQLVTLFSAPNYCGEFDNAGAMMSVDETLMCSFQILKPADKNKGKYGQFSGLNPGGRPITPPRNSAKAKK
TPT1 inhibitor: blocks Candida albicans tRNA 2'-phosphotransferase | recombinant caTPT1, FP RNA substrate dephosphorylation | inhibition, % at 5 µM | 0.81% of 300,000 active | AID 1962;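 active = inhibition above the mean of all tested compounds plus 3 SD, set per screening campaign, cut at about 24% in these data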;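 note: plate controls were DMSO alone for no effect and ferristatin control at 100 nM for full effect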
CTSL1 counter: counter-screen for PFM18AAP inhibitors: inhibitors of F. hepatica cathepsin L1; recombinant F. hepatica cathepsin L1, Z-Leu-Arg-MCA fluorescence; inhibition, % at 5.96 µM; 0.49% of 300,000 active;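 active = inhibition above the mean of all tested compounds plus 3 SD, set per screening campaign, cut at about 17% in these data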;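 note: 0% = plate median of test compound wells and 100% = 1 µM Z-Phe-Ala-diazomethylketone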
* marks the source's active call; other numbers are inactive results; · = not tested or not shown. This is a subset; count on the stated rates, not on these rows.

SMILES	PREPL inhibitor	GASC-1 inh	Efflux pump inh	PP5 inh	HCV core dimer	LYPLA2 counter	PP1 inh	TPT1 inhibitor	CTSL1 counter
Cc1cccc2cc(COC(=O)c3ccccc3)c(=O)[nH]c12	4	3	0.0	-0.3	-1	0	1	-4	3
Cc1cccc2c(CC(=O)O)noc12	7	0	-0.3	0.0	-7	7	-1	1	-3
Cc1ccc(CN(C)C(=O)c2ccccc2Sc2ccccc2C#N)cc1	1	10	0.0	0.5	12	2	2	2	0
CN(CC(=O)Nc1nc2ccccc2s1)S(=O)(=O)c1ccc(Br)cc1	-73	12	0.3	6.0	1	-1	8	-1	2
CC(C)Sc1nnc(SCC(=O)NCCCN2CCCC2=O)s1	2	4	0.0	-1.4	·	3	-3	·	·
C=CCn1c(COc2ccccc2)nnc1SCC(=O)NCC(=O)OCC	-3	-4	0.2	3.8	-3	3	-2	-7	2
CCCn1c2ccccc2c2cnn(CC(=O)NC3CCCCC3C)c(=O)c21 (stereo not given)	8	-2	0.0	0.8	-7	3	-4	-2	1
COc1ccc(-c2nc(N)nc(N)n2)c(O)c1	-2	8	-0.2	-0.3	·	-4	-2	·	·
COC(=O)C1=C(C(=O)OC)[C@@H]2N(C)c3ccc(OC)cc3[C@@]23C[C@@H](C(=O)OC)N(C(=O)c2ccc(Br)cc2)C3=N1	14	3	-0.1	-0.4	-4	-4	2	-1	3
O=[n+]1c2c(n([O-])c3ccccc31)CCC2	-9	-38	0.1	3.0	-1	3	-2	0	4
Cc1cccc(C(=O)Nc2ccc(C(=O)N3CCCCC3C)cc2)c1 (stereo not given)	16	-2	0.0	3.2	-19	5	-3	-5	4
Cc1ccc(NC(=O)CS(=O)CC(=O)N(CC(=O)NC2CCCC2)c2ccc3c(c2)OCCO3)cc1 (stereo not given)	4	3	0.0	1.5	0	-1	0	-1	3
O=C(CNS(=O)(=O)c1ccc(F)cc1)Nc1ccc(C(F)(F)F)cc1	-14	2	0.1	2.9	-3	4	-2	1	-1
c1ccc(CCCNc2ncnc3nc[nH]c23)cc1	-5	33	-0.1	-3.0	-4	0	-3	0	0
CCn1c(C(=O)N2CCCC(C(=O)NCCc3ccc(C)cc3)C2)cc2sccc21 (stereo not given)	-2	2	1.0*	4.0	0	1	-5	-6	2
CCOC(=O)C1CCN(C(=O)CNC(=O)c2nn(-c3ccc(OC)c(Cl)c3)c(=O)c3ccccc23)CC1	14	6	0.0	2.6	5	12	7	-1	3
CCOC(=O)C1(Cc2ccc(Cl)cc2)CCN(Cc2cn(CC)nc2C)CC1	21	-3	0.0	-1.8	1	1	2	2	2
O=C(Cc1ccccc1)N1CCN(C(=O)c2cccs2)CC1	-10	5	-0.1	-1.8	-1	4	-1	-8	-1
COc1ccnc(Oc2ccccc2)c1-c1ncn[nH]1	13	3	-0.4	-0.2	0	7	-2	-1	-2
CCCN(CCC)Cc1cc(=O)oc2cc3c(cc12)CCC3	22	1	-0.1	0.1	5	4	0	-3	-1
CC1CCCN(C(=O)CCCn2c(=S)[nH]c3ccccc3c2=O)C1 (stereo not given)	4	7	0.0	2.0	0	-5	-2	0	0
O=C(N/N=C/c1ccc(F)cc1)c1ccc(OCc2ccccc2)cc1	4	4	0.0	-0.8	3	-5	1	-1	2
Cc1cc(NCc2ccncc2)ccc1Br	5	-3	0.1	3.6	6	0	7	2	1
CCCCCCSc1nc2c(c(=O)[nH]c(=O)n2C)n1C	-8	8	0.0	1.0	-4	0	-3	0	8
Cc1ccccc1N(C)S(=O)(=O)c1nnc(NC(=O)c2ccccc2F)s1	4	3	-0.2	0.9	20	2	-5	1	0
New compounds follow.
SMILES	PREPL inhibitor	GASC-1 inh	Efflux pump inh	PP5 inh	HCV core dimer	LYPLA2 counter	PP1 inh	TPT1 inhibitor	CTSL1 counter
COc1ccc(C2C=C(C)Nc3nc4ccccc4n32)cc1 (stereo not given)	7	-4	-0.1	1.9	-2	1	1	-6	-4
COc1ccccc1CNCc1cccs1	-1	-4	-0.1	-1.8	1	2	-6	-3	-4
Clc1cccc(Nc2nc(-c3ccncc3)nc3ccccc23)c1	-7	2	0.2	2.6	2	-11	3	2	1
O=C(O)C1Cc2ccccc2CN1C(=O)c1ccccc1Cl (stereo not given)	1	1	-0.1	0.9	-2	7	-2	-3	-3
CC1(C)C(c2ccccc2)=NC(c2ccccc2)N1O (stereo not given)	4	1	0.3	2.3	-2	4	-1	0	-1
Cc1c(Cl)cccc1NC(=O)C1C2C=CC(C2)C1C(=O)O (stereo not given)	-10	-9	0.0	0.4	7	-1	-3	-3	-4
CCCc1c(C(=O)NNc2ccccc2OC)cnn1-c1ccccc1	10	5	-0.1	0.2	-2	1	-1	-1	-4
CC(C)CN(CC(C)C)C(=O)Nc1ccc(F)cc1F	-6	-7	-0.1	0.8	-3	0	1	-2	-1
COc1ccc(NC(=O)CCN2C(=O)c3ccccc3S2(=O)=O)c(OC)c1	9	0	-0.1	-0.2	-2	2	2	-2	5
Cc1ccc(CCN=c2c([N+](=O)[O-])nn(-c3ccccc3)n2O)cc1	22	14	0.0	-1.2	-1	11	0	-2	2
COC(=O)CCCNC(=O)c1ccc(S(=O)(=O)NCc2ccco2)cc1	8	0	0.0	-1.2	-1	-1	-4	0	4
COc1cc2c(cc1OC)CN(c1ncccc1[N+](=O)[O-])CC2	0	1	-0.1	0.3	-1	0	-2	-3	-4
Cc1nn(CC(=O)Nc2nccs2)c(C)c1[N+](=O)[O-]	1	-7	-0.1	-0.8	-3	-3	-5	-1	1
O=C(O)COc1nsnc1N1CCOCC1	2	7	0.1	1.6	1	3	7	-1	1
Cc1ccc(-n2nc3c(=O)n(CCCC(=O)NCc4ccccc4Cl)nc(C)c3c2C)cc1	-31	2	0.2	0.8	14	9	1	-1	-3
CC1CCCN(c2ccc(C(=O)OCn3nnc4ccccc4c3=O)cc2[N+](=O)[O-])C1 (stereo not given)	5	-2	0.1	2.3	19	-4	3	-1	5
Brc1cccc(-c2cnc3n2CCCCC3)c1	9	-8	0.0	2.4	7	4	-3	2	-5
Cc1ccc(C(=O)OCc2nnc(-c3ccc(Br)cc3)o2)cc1	-25	4	0.3	3.9	0	11	0	-1	0
Cc1ccccc1-c1nn(-c2ccc(F)cc2F)cc1CNCCCO	-54	18	-0.2	-0.5	-5	1	-5	-1	1
CC/C(=N/NS(=O)(=O)c1ccc(Cl)cc1)c1ccc(O)cc1	-35	1	-1.2	-0.5	-2	-5	-3	-1	2
CCCCC(=NCCO)C1=C(O)C(C(=O)OC)C(C)(C)CC1=O (stereo not given)	13	-3	-0.1	3.5	5	-6	-1	-3	-4
CCO[C@H]1OC(C(=O)N2CCOCC2)=C[C@@H](c2ccc(Br)cc2)[C@@H]1CCCO	-1	8	0.1	-0.3	-2	5	-2	-2	-3
CC1CC(=O)c2cnc(N3CCOCC3)nc2C1 (stereo not given)	-3	-4	0.0	-1.4	-2	6	-2	-2	6
Cc1c(N2C(=O)CS/C2=N\N=C\c2ccccc2O)c(=O)n(-c2ccccc2)n1C	12	3	0.2	0.0	-1	-5	-1	4	0
CCOc1ccc(Nc2nc3c(c(=O)[nH]2)CCCC3)cc1	3	3	0.0	0.6	0	-2	-7	0	-1

A section from further up, as a working copy:
SMILES	PREPL inhibitor	GASC-1 inh	Efflux pump inh	PP5 inh	HCV core dimer	LYPLA2 counter	PP1 inh	TPT1 inhibitor	CTSL1 counter
COc1ccc(C2C=C(C)Nc3nc4ccccc4n32)cc1 (stereo not given)	7	-4	-0.1	1.9	-2	1	1	-6	-4
COc1ccccc1CNCc1cccs1	-1	-4	-0.1	-1.8	1	2	-6	-3	-4
Clc1cccc(Nc2nc(-c3ccncc3)nc3ccccc23)c1	-7	2	0.2	2.6	2	-11	3	2	1
O=C(O)C1Cc2ccccc2CN1C(=O)c1ccccc1Cl (stereo not given)	1	1	-0.1	0.9	-2	7	-2	-3	-3
CC1(C)C(c2ccccc2)=NC(c2ccccc2)N1O (stereo not given)	4	1	0.3	2.3	-2	4	-1	0	-1
Cc1c(Cl)cccc1NC(=O)C1C2C=CC(C2)C1C(=O)O (stereo not given)	-10	-9	0.0	0.4	7	-1	-3	-3	-4
CCCc1c(C(=O)NNc2ccccc2OC)cnn1-c1ccccc1	10	5	-0.1	0.2	-2	1	-1	-1	-4
CC(C)CN(CC(C)C)C(=O)Nc1ccc(F)cc1F	-6	-7	-0.1	0.8	-3	0	1	-2	-1
COc1ccc(NC(=O)CCN2C(=O)c3ccccc3S2(=O)=O)c(OC)c1	9	0	-0.1	-0.2	-2	2	2	-2	5
Cc1ccc(CCN=c2c([N+](=O)[O-])nn(-c3ccccc3)n2O)cc1	22	14	0.0	-1.2	-1	11	0	-2	2
COC(=O)CCCNC(=O)c1ccc(S(=O)(=O)NCc2ccco2)cc1	8	0	0.0	-1.2	-1	-1	-4	0	4
COc1cc2c(cc1OC)CN(c1ncccc1[N+](=O)[O-])CC2	0	1	-0.1	0.3	-1	0	-2	-3	-4
Cc1nn(CC(=O)Nc2nccs2)c(C)c1[N+](=O)[O-]	1	-7	-0.1	-0.8	-3	-3	-5	-1	1
O=C(O)COc1nsnc1N1CCOCC1	2	7	0.1	1.6	1	3	7	-1	1

Part of the list above in order of molecular weight, lowest first.
SMILES	PREPL inhibitor	GASC-1 inh	Efflux pump inh	PP5 inh	HCV core dimer	LYPLA2 counter	PP1 inh	TPT1 inhibitor	CTSL1 counter
Cc1cccc2c(CC(=O)O)noc12	7	0	-0.3	0.0	-7	7	-1	1	-3
Cc1c(Cl)cccc1NC(=O)C1C2C=CC(C2)C1C(=O)O (stereo not given)	-10	-9	0.0	0.4	7	-1	-3	-3	-4
O=C(N/N=C/c1ccc(F)cc1)c1ccc(OCc2ccccc2)cc1	4	4	0.0	-0.8	3	-5	1	-1	2

The listing continues.
SMILES	PREPL inhibitor	GASC-1 inh	Efflux pump inh	PP5 inh	HCV core dimer	LYPLA2 counter	PP1 inh	TPT1 inhibitor	CTSL1 counter
CCOC(=O)c1cnn(-c2ncnc3c2cnn3C)c1N	-2	-1	0.1	-0.7	3	2	-3	-1	1
C[C@@H](C(=O)NCCc1c[nH]c2ccccc12)[C@@H]1C[C@@]1(C)[C@@H](NC(=O)OCc1ccccc1)c1ccccc1	-3	2	0.1	4.6	14	-10	7	4	3
CCc1sc(N(C(=O)Cc2ccccc2)c2ccc(F)cc2)nc1-c1ccccc1	-4	7	0.0	-2.3	-2	-2	0	-6	1
Cc1sc2nc(CN(C(=O)NC3CCCCC3)C3CCCCC3)[nH]c(=O)c2c1C	11	1	-0.1	1.3	4	-2	1	3	2
O=C(Nc1ccccc1N1CCCC1)c1ccc(N2CCCC2=O)cc1	16	-6	-0.1	-1.7	3	5	3	-2	11
Cc1cc(/C=N/O)c(C)n1-c1ccccc1	0	2	0.0	0.1	3	4	2	1	-2
COc1cc(N2C(=O)c3ccccc3C2=O)c(Cl)cc1C(=O)OCC(=O)N1CCOCC1	2	-2	0.0	-2.8	5	3	-7	-4	-5
CCCCS(=O)(=O)NC1=NCN(Cc2ccco2)CN1	2	-1	0.1	-6.5	-5	-4	-1	6	3
S=C(NCC1CCCO1)N1CCN(c2ccccc2)CC1 (stereo not given)	1	-11	-0.3	-0.7	-4	3	-2	-3	2

Screening results from PubChem.
